CCR6 antagonist – CCR6 (human) receptor antagonism. CHO-K1 CCR6 PathHunter beta-arrestin, luminescence, CCL20-stimulated. inhibition, % at 20 µM. actives 0.49% (n = 340,000). AID 493098;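 active = compounds whose inhibition of the agonist-driven luminescence signal at 20 µM reaches about 50%, limit read from the data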;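 also: cells stimulated with CCL20 at 14 nM final; plate controls were DMSO with CCL20 for no effect and DMSO without agonist for full effect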
Target sequence (P51684 whole entry, looked up): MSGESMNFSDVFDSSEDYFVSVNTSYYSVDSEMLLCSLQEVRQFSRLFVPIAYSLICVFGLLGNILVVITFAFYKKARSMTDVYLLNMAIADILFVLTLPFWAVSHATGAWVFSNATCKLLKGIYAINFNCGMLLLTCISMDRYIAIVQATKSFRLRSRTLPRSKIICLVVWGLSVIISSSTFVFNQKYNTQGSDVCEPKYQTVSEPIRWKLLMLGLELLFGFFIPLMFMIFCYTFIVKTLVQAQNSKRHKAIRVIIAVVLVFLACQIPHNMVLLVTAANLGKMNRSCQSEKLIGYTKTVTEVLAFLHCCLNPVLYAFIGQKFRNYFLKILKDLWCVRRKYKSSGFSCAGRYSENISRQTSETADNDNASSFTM
Gli-Sufu antag – antagonists of Gli-Sufu signaling; Sufu-KO-LIGHT fibroblasts, Gli luciferase reporter luminescence; inhibition, % at 5 µM; actives 0.74% (n = 340,000); AID 588413;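 active = inhibition above about 55%, limit read from the data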;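 also: 0% = DMSO-treated cells and 100% = wells with medium but no cells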
UBC13 inh – blocks human UBC13 polyubiquitin chain formation; P61088; TR-FRET; inhibition, % at 20 µM; actives 0.47% (n = 330,000); AID 485273; in the data active = inhibition above about 45%, passing the limit was not always enough
Target sequence (P61088 whole entry, looked up): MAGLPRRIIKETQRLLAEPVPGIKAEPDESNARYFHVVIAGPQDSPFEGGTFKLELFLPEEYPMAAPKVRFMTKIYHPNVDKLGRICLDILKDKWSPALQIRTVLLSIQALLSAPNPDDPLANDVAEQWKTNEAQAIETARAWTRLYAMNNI
Apaf-1 inh – blocks human Apaf-1 apoptosome activity; O14727; reconstituted apoptosome caspase-3 activity, DEVD-Rh110 fluorescence; inhibition, % at 20 µM; actives 0.71% (n = 330,000); AID 489030; active = inhibition of at least 40% at 20 µM;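 also: plate controls were DMSO wells for no effect and DEVD-CHO caspase inhibitor wells for full effect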
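Medium: Hepes buffer, pH 7.5 / System: biochemical Apaf-1 apoptosome reconstitution / Measured by: Rh110 fluorescence, excitation 480 nm, emission 540 nm / Times: compound with Apaf-1, dATP, procaspase-3 30 min, then 50 min reaction, room temperature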
SENP8 inh – blocks the human protease SENP8; Q96LD8; purified SENP8, Z-RLRGG-aminoluciferin cleavage, luminescence; inhibition, % at 10 µM; actives 1.2% (n = 330,000); AID 2540
Target sequence (Q96LD8 whole entry, looked up): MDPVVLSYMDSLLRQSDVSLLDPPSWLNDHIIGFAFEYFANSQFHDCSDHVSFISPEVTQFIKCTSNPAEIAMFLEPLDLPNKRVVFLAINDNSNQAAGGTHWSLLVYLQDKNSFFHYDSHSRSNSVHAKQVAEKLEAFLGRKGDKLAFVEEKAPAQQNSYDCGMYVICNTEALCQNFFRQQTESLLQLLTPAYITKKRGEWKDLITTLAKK
Jurkat NFkB inh – lowers PMA/ionomycin-induced NF-kB signal in Jurkat cells; PMA/ionomycin-induced NF-kB luciferase reporter, luminescence; inhibition, % at 4 µM; actives 0.53% (n = 330,000); AID 435003
EBI2 block – EBI2 (human) antagonism | P32249 | EBI2 beta-arrestin recruitment, luminescence, 7a,25-OHC stimulated | inhibition, % at 5 µM | actives 0.81% (n = 360,000) | AID 651636; in the data active = inhibition above about 38%;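 also: enzyme fragment complementation signal reports receptor beta-arrestin coupling in cells; 0% = agonist plus DMSO wells and 100% = wells without agonist; some results beyond the cut were filed as inactive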
697 NFkB inh – lowers PMA/ionomycin-induced NF-kB signal in 697 B cells; 697 B-cell NF-kB luciferase reporter, 16 h; inhibition, % at 4 µM; actives 0.33% (n = 330,000); AID 435022; in the data active = inhibition above about 35%
Starred values were filed as active, the others as inactive. Rule as the data show it, unless noted: active = inhibition above about 50%; inactive = the rest. The list is partial; the hit share may differ from the screen's.

`O=C(CN1C(=O)C2CCCCC2C1=O)Nc1nc(-c2ccc(F)cc2)cs1` (stereo unspecified) gave CCR6 antagonist 2, Gli-Sufu antag -9, UBC13 inh -5, Apaf-1 inh 19, SENP8 inh -13, Jurkat NFkB inh 5, EBI2 block 3 and 697 NFkB inh 4.
Cc1ccc(S(=O)(=O)N2CCCC(C)C2)cc1 (stereo unspecified) was read as CCR6 antagonist 12, Gli-Sufu antag 6, UBC13 inh 3, Apaf-1 inh 4, SENP8 inh 7, Jurkat NFkB inh 10, EBI2 block 0 and 697 NFkB inh -2.
`CCn1cc(/C=C(\NC(=O)c2ccc(OC)c(OC)c2)C(=O)NCCN2CCOCC2)c2ccccc21` gave CCR6 antagonist 5, Gli-Sufu antag 2, UBC13 inh -2, Apaf-1 inh 2, SENP8 inh -14, Jurkat NFkB inh -1, EBI2 block -5 and 697 NFkB inh -4.
NS(=O)(=O)c1ccc(CNC(=O)c2cnccn2)cc1 was read as CCR6 antagonist -2, Gli-Sufu antag 2, UBC13 inh 5, Apaf-1 inh -2, SENP8 inh 4, Jurkat NFkB inh 5, EBI2 block -10 and 697 NFkB inh 12.
Screening COc1ccccc1NC(=O)N(CCN1CCCC1)Cc1cc2cc(C)ccc2[nH]c1=O returned CCR6 antagonist 11, Gli-Sufu antag 4, UBC13 inh 3, Apaf-1 inh -16, SENP8 inh 4, Jurkat NFkB inh -11, EBI2 block 4 and 697 NFkB inh 2.
For COC(=O)C1=C(N)OC2=C(C(=O)CC(C)(C)C2)C1c1cccs1 (stereo unspecified) the results were CCR6 antagonist 2, Gli-Sufu antag -3, UBC13 inh 5, Apaf-1 inh 4, SENP8 inh -8, Jurkat NFkB inh -9, EBI2 block -15 and 697 NFkB inh 5.
`CCOC(=O)c1c(C)[nH]c(C(=O)N/N=C/c2ccc(OC)c(OC)c2)c1C` gave CCR6 antagonist 6, Gli-Sufu antag 3, UBC13 inh -3, Apaf-1 inh 2, SENP8 inh 4, Jurkat NFkB inh 55*, EBI2 block -6 and 697 NFkB inh -22.
Cc1cc2n(n1)SC(Nc1cccc3ccccc13)N2 (stereo unspecified) was read as CCR6 antagonist -7, Gli-Sufu antag 8, UBC13 inh -16, Apaf-1 inh -2, SENP8 inh -6, Jurkat NFkB inh -86, EBI2 block -1 and 697 NFkB inh -184.
Screening Cn1c2ccccc2c2c(C(=O)NCC3CCCO3)cn(C3CCCC3)c(=O)c21 (stereo unspecified) returned CCR6 antagonist -2, Gli-Sufu antag 0, UBC13 inh 6, Apaf-1 inh 3, SENP8 inh -2, Jurkat NFkB inh 0, EBI2 block -1 and 697 NFkB inh 10.
Screening CC1=C(C(N)=O)C(c2cccs2)NC(=O)N1 (stereo unspecified) returned CCR6 antagonist -7, Gli-Sufu antag 2, UBC13 inh 2, Apaf-1 inh -25, SENP8 inh 4, Jurkat NFkB inh -8, EBI2 block -10 and 697 NFkB inh -14.
For c1c2c(cc3sc(N4CCOCC4)nc13)OCCO2 the results were CCR6 antagonist 15, Gli-Sufu antag -60, UBC13 inh 1, Apaf-1 inh -2, SENP8 inh 89*, Jurkat NFkB inh 0, EBI2 block 1 and 697 NFkB inh -42.
For CCOC(=O)C(=O)N1CCC(Cc2ccccc2)CC1 the results were CCR6 antagonist -10, Gli-Sufu antag 0, UBC13 inh 7, Apaf-1 inh 0, SENP8 inh 0, Jurkat NFkB inh 12, EBI2 block -12 and 697 NFkB inh 6.
For O=C(Nc1ccc(F)cc1)c1ccc(CN2CCc3ccccc3C2)cc1 the results were CCR6 antagonist -3, Gli-Sufu antag 1, UBC13 inh 8, Apaf-1 inh -6, SENP8 inh -17, Jurkat NFkB inh 58*, EBI2 block 8 and 697 NFkB inh -13.
For Cc1cc(NC(=O)/C=C/c2ccc(Cl)cc2)no1 the results were CCR6 antagonist 0, Gli-Sufu antag -60, UBC13 inh -20, Apaf-1 inh 12, SENP8 inh -9, Jurkat NFkB inh 21, EBI2 block 10 and 697 NFkB inh -113.
For CCOC(=O)c1c(C)c(C(=O)NC(C)COC)c(C)n1C (stereo unspecified) the results were CCR6 antagonist 5, Gli-Sufu antag 0, UBC13 inh 2, Apaf-1 inh -5, SENP8 inh -8, Jurkat NFkB inh -30, EBI2 block -7 and 697 NFkB inh 4.
Screening CC1(C)Cc2nc3sc(C(=O)NCCO)c(N)c3cc2CO1 returned CCR6 antagonist -9, Gli-Sufu antag -27, UBC13 inh -7, Apaf-1 inh -2, SENP8 inh -4, Jurkat NFkB inh -5, EBI2 block -1 and 697 NFkB inh -6.
For O=C(CCCOc1ccc(Cl)cc1Cl)N/N=C\C1CCCCC1 the results were CCR6 antagonist 6, Gli-Sufu antag -1, UBC13 inh 8, Apaf-1 inh 23, SENP8 inh -20, Jurkat NFkB inh 6, EBI2 block 8 and 697 NFkB inh 26.
Screening Cc1cccc(N2CN=c3s/c(=C\c4ccccn4)c(=O)n3C2)c1 returned CCR6 antagonist 22, Gli-Sufu antag 7, UBC13 inh -5, Apaf-1 inh -1, SENP8 inh -6, Jurkat NFkB inh -10, EBI2 block -6 and 697 NFkB inh 3.
`CCCCCc1ccc(S(=O)(=O)Nc2cc(C)ccn2)cc1` gave CCR6 antagonist 11, Gli-Sufu antag 7, UBC13 inh 5, Apaf-1 inh -3, SENP8 inh -4, Jurkat NFkB inh 22, EBI2 block 3 and 697 NFkB inh -22.
COc1ccccc1N1CCN(S(=O)(=O)c2ccc(-c3ccc(=O)[nH]n3)o2)CC1 was read as CCR6 antagonist 6, Gli-Sufu antag -4, UBC13 inh -2, Apaf-1 inh 0, SENP8 inh 4, Jurkat NFkB inh 10, EBI2 block 14 and 697 NFkB inh -6.
Screening O=C(Nc1c(C(=O)C2CC2)oc2ccccc12)c1ccc(Cl)cc1 returned CCR6 antagonist 8, Gli-Sufu antag 86*, UBC13 inh 30, Apaf-1 inh 9, SENP8 inh -12, Jurkat NFkB inh -12, EBI2 block 11 and 697 NFkB inh -8.
For COC(=O)[C@H](Cc1ccccc1)NC(=O)N1CCN(c2ccc(F)cc2)CC1 the results were CCR6 antagonist -12, Gli-Sufu antag 6, UBC13 inh 0, Apaf-1 inh -3, SENP8 inh -5, Jurkat NFkB inh 4, EBI2 block -13 and 697 NFkB inh -3.
CCC/C=C1/CCCOC(C(=O)NCc2ccc(S(C)(=O)=O)cc2)(C(F)(F)F)C1 (stereo unspecified) was read as CCR6 antagonist 0, Gli-Sufu antag -35, UBC13 inh -4, Apaf-1 inh -6, SENP8 inh -3, Jurkat NFkB inh 21, EBI2 block -5 and 697 NFkB inh 1.
CC(C)NC(=O)Nc1cccs1 was read as CCR6 antagonist -10, Gli-Sufu antag 4, UBC13 inh 3, Apaf-1 inh -9, SENP8 inh -3, Jurkat NFkB inh 9, EBI2 block 2 and 697 NFkB inh 11.
COC(C/C=C\[C@@H](O)COCc1ccccc1)OC was read as CCR6 antagonist 6, Gli-Sufu antag 2, UBC13 inh 5, Apaf-1 inh 2, SENP8 inh -11, Jurkat NFkB inh 16, EBI2 block 1 and 697 NFkB inh 20.
Screening COc1cc(/C=C/C(=O)OCC(=O)NCC2CCCO2)ccc1OCC#N (stereo unspecified) returned CCR6 antagonist -6, Gli-Sufu antag 3, UBC13 inh 8, Apaf-1 inh 2, SENP8 inh -3, Jurkat NFkB inh -3, EBI2 block -1 and 697 NFkB inh 10.
`Cn1c(N)c(Sc2ccc([N+](=O)[O-])cc2)c(=O)n(C)c1=O` gave CCR6 antagonist -5, Gli-Sufu antag -1, UBC13 inh -2, Apaf-1 inh 6, SENP8 inh -3, Jurkat NFkB inh 0, EBI2 block -7 and 697 NFkB inh 10.
`O=C(Nc1ccc(C(=O)O)cc1)/C(=C\c1ccco1)NC(=O)c1ccc(Br)o1` gave CCR6 antagonist -3, Gli-Sufu antag -5, UBC13 inh 1, Apaf-1 inh -5, SENP8 inh -4, Jurkat NFkB inh -1, EBI2 block -5 and 697 NFkB inh 8.
Screening Cc1c(-c2nc(-c3ccc(C(F)(F)F)cc3)no2)n(C)oc1=O returned CCR6 antagonist -5, Gli-Sufu antag -56, UBC13 inh 2, Apaf-1 inh -2, SENP8 inh 3, Jurkat NFkB inh -36, EBI2 block -7 and 697 NFkB inh -121.
`O=C(CNS(=O)(=O)c1ccc(Br)cc1)NC1CCCC1` gave CCR6 antagonist 13, Gli-Sufu antag 2, UBC13 inh -6, Apaf-1 inh 5, SENP8 inh 7, Jurkat NFkB inh 6, EBI2 block -7 and 697 NFkB inh 9.
Screening Cc1ccc(C(=O)C(OC(=O)c2cnccn2)c2ccccc2)cc1C (stereo unspecified) returned CCR6 antagonist 6, Gli-Sufu antag -5, UBC13 inh -2, Apaf-1 inh 9, SENP8 inh 1, Jurkat NFkB inh 2, EBI2 block 0 and 697 NFkB inh 7.
For O=C(Nc1ccc(F)cc1)C(=O)c1c(O)[nH]c2ccc([N+](=O)[O-])cc12 the results were CCR6 antagonist 20, Gli-Sufu antag -1, UBC13 inh -20, Apaf-1 inh -7, SENP8 inh 53*, Jurkat NFkB inh 0, EBI2 block 13 and 697 NFkB inh -12.
For CC(Sc1nccn1C)C(=O)c1c(N)n(C)c(=O)n(C)c1=O (stereo unspecified) the results were CCR6 antagonist 11, Gli-Sufu antag -6, UBC13 inh -3, Apaf-1 inh -13, SENP8 inh 1, Jurkat NFkB inh 1, EBI2 block 1 and 697 NFkB inh -17.
For O=C(Nc1c[nH]c(=O)[nH]c1=O)c1cc([N+](=O)[O-])cc([N+](=O)[O-])c1 the results were CCR6 antagonist -13, Gli-Sufu antag 1, UBC13 inh -4, Apaf-1 inh 3, SENP8 inh 0, Jurkat NFkB inh -18, EBI2 block 4 and 697 NFkB inh 0.
`COc1ccc(N=C(N)SCc2ccccn2)cc1` gave CCR6 antagonist -8, Gli-Sufu antag 2, UBC13 inh 5, Apaf-1 inh 14, SENP8 inh -1, Jurkat NFkB inh -5, EBI2 block 0 and 697 NFkB inh -23.
`Cc1cc(C)c(S(=O)(=O)N2CCN(C(=O)c3c(C)noc3C)CC2)c(C)c1` gave CCR6 antagonist 13, Gli-Sufu antag 16, UBC13 inh 3, Apaf-1 inh -4, SENP8 inh 6, Jurkat NFkB inh 6, EBI2 block 7 and 697 NFkB inh -4.
`Cc1c(C(=O)O)sc2nc3n(c(=O)c12)CCC(C)CC3` (stereo unspecified) gave CCR6 antagonist -9, Gli-Sufu antag 8, UBC13 inh -7, Apaf-1 inh -14, SENP8 inh -5, Jurkat NFkB inh -19, EBI2 block -27 and 697 NFkB inh -11.
Screening Cc1noc(C)c1COc1ccc(C(=O)NCc2ccccn2)cc1 returned CCR6 antagonist -8, Gli-Sufu antag 2, UBC13 inh -3, Apaf-1 inh 7, SENP8 inh -8, Jurkat NFkB inh -15, EBI2 block -4 and 697 NFkB inh -16.
Screening NC(N)=NNC(=O)c1ccccc1Cl returned CCR6 antagonist -3, Gli-Sufu antag 7, UBC13 inh 5, Apaf-1 inh -4, SENP8 inh -3, Jurkat NFkB inh 4, EBI2 block -4 and 697 NFkB inh 0.
For CCCNC(=O)CN(c1ccc(F)cc1)S(=O)(=O)c1ccc2c(c1)OCCO2 the results were CCR6 antagonist 6, Gli-Sufu antag -1, UBC13 inh 6, Apaf-1 inh -18, SENP8 inh 5, Jurkat NFkB inh 14, EBI2 block -2 and 697 NFkB inh 4.
CC(=O)NC1(c2ccccc2)CCN(c2cc(C)nc(-c3ccccc3)n2)CC1 was read as CCR6 antagonist 5, Gli-Sufu antag 5, UBC13 inh 6, Apaf-1 inh -10, SENP8 inh 4, Jurkat NFkB inh -2, EBI2 block 6 and 697 NFkB inh -9.
